KDM4C inh – inhibitors of human demethylase GASC-1 KDM4C | Q9H3R0 | GST-KDM4C 2-372, H3K9me3 peptide, LANCE TR-FRET | inhibition, % at 12.5 µM | 96,000 tested, 0.15% active | AID 720574;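 active = mean replicate inhibition above about 25%, with at least 55% of replicates also reaching it, limit read from the data, passing the limit was not always enough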
Target sequence (Q9H3R0 2-372 limits assumed): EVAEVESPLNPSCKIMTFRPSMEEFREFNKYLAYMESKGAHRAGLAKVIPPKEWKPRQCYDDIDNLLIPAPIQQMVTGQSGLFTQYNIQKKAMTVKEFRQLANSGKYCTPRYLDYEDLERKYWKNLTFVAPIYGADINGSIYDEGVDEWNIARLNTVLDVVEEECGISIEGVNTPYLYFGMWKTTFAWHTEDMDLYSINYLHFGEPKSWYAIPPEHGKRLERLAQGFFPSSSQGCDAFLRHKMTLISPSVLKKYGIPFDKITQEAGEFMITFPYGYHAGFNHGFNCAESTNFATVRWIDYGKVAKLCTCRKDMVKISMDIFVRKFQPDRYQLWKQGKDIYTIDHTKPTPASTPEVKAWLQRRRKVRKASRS
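Material: GST-tagged GASC-1 (JMJD2C) catalytic fragment, aa 2-372. Input: enzyme final amount 10 nM. Medium: HEPES buffer, pH 7.5, plus ascorbate. Reagent: H3K9me3 peptide substrate, Fe(II), 2-oxoglutarate. Doses: single dose. Times: reaction 30 min RT, detection step 1 h RT. Measured by: LANCE TR-FRET. Evaluation: Fall in 671/618 emission ratio as inhibition.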
T cruzi growth – T. cruzi proliferation inhibition; T. cruzi beta-gal in NIH3T3, GalScreen luminescence, 90 h; inhibition, % at 8.34 µM; 77,000 tested, 5.9% active; AID 624255;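 active = mean inhibition above about 93%, with at least 55% of replicates each passing it, limit read from the data, passing the limit was not always enough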
Pf Dd2 inh – blocks growth of Plasmodium falciparum Dd2 parasites; AID 1159554; activity change, % at 10 µM; 94,000 tested, 2.3% active; P. falciparum Dd2 growth, SYBR Green, 72 h; active compounds read low; in the data active = activity change below about -80%
C diff growth – C. difficile growth inhibition | Clostridium difficile clinical isolate growth, OD600, 24 h; active compounds read low | growth activity, negative = inhibition, % at 16 µg/mL (by protocol) | 86,000 tested, 0.25% active;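 active = mean growth activity at or below -80% and every replicate also at or below -80%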;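 note: 0% = DMSO wells and -100% = levofloxacin 16 µg/mL wells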
Active calls of the source: *; . = not tested or not shown; & = joins results of further samples. Hits appear at their usual frequency; any-hit rate near 7.3%.

Screens in order: KDM4C inh, T cruzi growth, Pf Dd2 inh, C diff growth
[1] C[C@H]1CN([C@@H](C)CO)C(=O)Cc2cc(NC(=O)Nc3cccc4ccccc34)ccc2O[C@H]1CN(C)C(=O)Nc1ccc2c(c1)OCO2
→ -0.7, 31, -31, 4
[2] C[C@H](CO)N1C[C@H](C)[C@@H](CN(C)C)Oc2ccc(N(C)C)cc2CC1=O
→ 0.4, 41, -8, 0
[3] CNC[C@H]1OCCCC[C@@H](C)Oc2ccc(NC(=O)c3ccccc3)cc2C(=O)N([C@@H](C)CO)C[C@H]1C
→ 1.0, 54, -6, -7
[4] O=C([C@@H]1N[C@@H]2c3ccc(-c4ccccc4F)c(=O)n3C[C@@H]2[C@H]1CO)N1CCCCC1
→ 0.8, 42, 7, 0
[5] C[C@@H]1CCCCO[C@@H](CN(C)S(C)(=O)=O)[C@@H](C)CN([C@H](C)CO)C(=O)c2cc(NC(=O)Cc3ccccc3)ccc2O1
→ -2.0, 13, -1, .
[6] CO[C@H]1CN(C)C(=O)c2ccc(NS(=O)(=O)c3ccc(C)cc3)cc2OC[C@@H](C)N(C(=O)NC(C)C)C[C@@H]1C
→ 0.3, -48, ., .
[7] C[C@H](CO)N1C[C@H](C)[C@H](CN(C)C(=O)Nc2cccc(Cl)c2Cl)OCc2ccccc2-c2c(n(C)c3ccccc23)C1=O
→ -2.8, ., -79, 3
[8] COc1cccc(-c2ccc3c(c2)[C@@H]2[C@@H](CCN2S(=O)(=O)C2=NC(C)C=N2)[C@@H](CO)N3C)c1 (some centres not stated)
→ 0.3, 7, 6, -6
[9] Cc1ccccc1-c1cnc2c(c1)C(=O)N([C@@H](C)CO)C[C@H](C)[C@H](CN(C)Cc1cncnc1)O2
→ -3.1, ., 20, .
[10] C[C@H]1CN([C@@H](C)CO)C(=O)c2cccc(NC(=O)NC3CCCCC3)c2O[C@H]1CN(C)C(=O)Nc1ccc(C(F)(F)F)cc1
→ 11, 70, -7, 65
[11] COCC(=O)N1[C@H](C#N)[C@H](c2ccccc2-c2ccccc2F)[C@@H]1CO
→ -0.1, ., 26, -3
[12] CCC(=O)N(C)C[C@H]1Oc2cc(-c3ccccc3C)ccc2S(=O)(=O)N([C@H](C)CO)C[C@@H]1C
→ 2.0, 44, -3, 7
[13] C[C@H](CO)N1C[C@H](C)[C@H](CN(C)Cc2cncnc2)Oc2ncc(-c3cncnc3)cc2C1=O
→ 2.5, 10, 13, 0
[14] COc1ccc(NC(=O)N(C)C[C@H]2Oc3c(NC(=O)Nc4cccc5ccccc45)cccc3C(=O)N([C@H](C)CO)C[C@H]2C)cc1
→ -1.5, 35, -63, 3
[15] COc1ccc(CN(C)C[C@H]2Oc3ccc(N(C)C)cc3CC(=O)N([C@@H](C)CO)C[C@H]2C)cc1
→ 0.0, ., -3, -3
[16] CO[C@H]1CN(C)C(=O)c2cc(NC(=O)NC3CCCC3)ccc2OC[C@@H](C)N(C)C[C@@H]1C
→ 0.1, ., 29, 2
[17] COc1cccc(-c2ccc3n(c2=O)C[C@@H]2[C@@H](CO)[C@H](C(=O)N4CCCCC4)N[C@H]32)c1
→ 1.1, 13, ., -1
[18] Cc1cc(C(=O)Nc2cccc3c2O[C@H](CN(C)C(=O)Nc2c(C)noc2C)[C@@H](C)CN([C@H](C)CO)C3=O)n(C)n1
→ 0.4, 8, 49, .
[19] COc1ccc(S(=O)(=O)N[C@H]2CC[C@H](CCNC(=O)CN3CCOCC3)O[C@H]2CO)cc1
→ 1.3, -13, 4, 2
[20] C[C@H]1CCCCO[C@@H](CN(C)Cc2ccccc2)[C@@H](C)CN([C@@H](C)CO)C(=O)c2cc(NC(=O)NC3CCCCC3)ccc2O1
→ 2.0, -116, -55, 0

(list continues)
Screens in order: KDM4C inh, T cruzi growth, Pf Dd2 inh, C diff growth
[21] CC(C)CC#Cc1cnc2c(c1)C(=O)N([C@@H](C)CO)C[C@H](C)[C@H](CN(C)Cc1ccccn1)O2
→ 4.3, 5, 13, 0
[22] O=C(N[C@H]1CC[C@@H](CCNS(=O)(=O)c2ccccc2)O[C@H]1CO)c1cccc(F)c1
→ -0.5, -22, -10, 4
[23] CS(=O)(=O)N1C[C@@H](O)COC[C@H]2O[C@@H](CC(=O)NCc3ccccc3)CC[C@@H]21
→ 1.4, 44, -3, 5&-9
[24] CCN1[C@@H]2c3ccc(-c4cccnc4)c(=O)n3C[C@H]1[C@H](CO)[C@H]2C(=O)NCc1ccccc1
→ -1.7, -10, 23, -2
[25] C[C@@H]1CCCCO[C@@H](CN(C)S(=O)(=O)c2ccccc2)[C@H](C)CN([C@@H](C)CO)C(=O)c2cc(NC(=O)NC3CCCCC3)ccc2O1
→ -0.4, ., -60, -4
[26] O=C(Nc1ccccc1)N1CCCCN2[C@H](C1)[C@H](c1ccc(C#CC3CC3)cc1)[C@@H]2CO
→ 0.2, 54, -58, 5
[27] C[C@H]1CN([C@@H](C)CO)C(=O)c2cccc(NS(=O)(=O)c3cn(C)cn3)c2O[C@@H]1CN(C)C(=O)NC1CCCCC1
→ 0.0, -104, 6, 10
[28] C[C@H](CO)N1C[C@H](C)[C@@H](CN(C)S(=O)(=O)c2cccs2)Oc2c(NC(=O)c3nc4ccccc4s3)cccc2C1=O
→ 1.0, 85, -30, 5
[29] COCC(=O)N(C)C[C@H]1Oc2ncc(C3=CCCCC3)cc2C(=O)N([C@@H](C)CO)C[C@@H]1C
→ -1.2, -13, 29, -4
[30] COC(=O)C[C@H]1CC[C@@H](NC(=O)c2ccccc2)[C@H](CO)O1
→ -0.1, -4, 9, -1
[31] COc1ccc(CN(C)C[C@H]2OCc3cnnn3CCCC(=O)N([C@@H](C)CO)C[C@H]2C)cc1
→ 0.1, 3, 14, 0
[32] C[C@@H]1CN([C@H](C)CO)S(=O)(=O)c2ccc(C#CC3(O)CCCC3)cc2O[C@H]1CN(C)C(=O)c1ccncc1
→ 2.2, 1, -2, -5
[33] C[C@H](CO)N1C[C@H](C)[C@H](CN(C)C(=O)c2ccccn2)Oc2ncc(-c3cccc(F)c3)cc2C1=O
→ 3.9, 36, 11, 0
[34] CCC(=O)Nc1ccc2c(c1)C(=O)N(C)[C@@H]1CC[C@H](CC(=O)NCC3CC3)O[C@H]1CO2
→ -0.7, 17, -2, -2
[35] O=C(C[C@H]1C=C[C@@H](NC(=O)Nc2ccc(C(F)(F)F)cc2)[C@H](CO)O1)NCc1ccccn1
→ -0.4, 27, 6, -3
[36] COCC(=O)Nc1ccc2c(c1)[C@@H]1C[C@@H](CC(=O)NCC3CC3)O[C@H](CO)[C@@H]1O2
→ 3.8, 1, 11, 0
[37] CCCNC(=O)N1CC2(CN(C(=O)C3CC3)C2)c2c([nH]c3cc(OC)ccc23)[C@H]1CO
→ -0.8, ., 52, 19
[38] O=C(NCc1ccccc1F)[C@@H]1N[C@@H]2c3ccc(-c4ccccc4F)c(=O)n3C[C@@H]2[C@H]1CO
→ 0.8, 8, -3, 0
[39] C[C@@H]1CN([C@@H](C)CO)C(=O)Cc2cc(NS(=O)(=O)c3cccs3)ccc2O[C@H]1CN(C)S(=O)(=O)c1ccc(F)cc1
→ -0.6, -81, 2, 2
[40] CC(C)NC(=O)Nc1ccc2c(c1)C(=O)N([C@@H](C)CO)C[C@@H](C)[C@@H](CN(C)CC1CCCCC1)OCCCC[C@@H](C)O2
→ -0.4, 53, -34, .

(cont.)
Screens in order: KDM4C inh, T cruzi growth, Pf Dd2 inh, C diff growth
[41] O=C(NCc1ccccc1)[C@@H]1N[C@@H]2c3cccc(=O)n3C[C@@H]2[C@H]1CO
→ 1.1, 33, ., 0
[42] C[C@H](NC(=O)C[C@H]1CC[C@@H](NC(=O)Nc2ccc3c(c2)OCO3)[C@H](CO)O1)c1ccccc1
→ 2.2, 28, 18, .
[43] C[C@H]1CN([C@@H](C)CO)C(=O)Cc2cc(NS(=O)(=O)c3ccccc3)ccc2O[C@H]1CN(C)C
→ 0.3, ., 4, 2
[44] C[C@@H]1CN([C@H](C)CO)C(=O)Cc2cc(NC(=O)Cc3ccccc3)ccc2O[C@@H]1CN(C)C(=O)Nc1ccc2c(c1)OCO2
→ 2.0, -5, -19, 0
[45] O=C(C1CC1)N1C[C@@H]2[C@H](c3ccccc31)[C@@H](CO)N2S(=O)(=O)c1ccccc1
→ 0.3, 33, 5, -4
[46] COCC(=O)Nc1ccc2c(c1)OC[C@@H](C)N(C)C[C@H](C)[C@@H](OC)CN(C)C2=O
→ 3.3, -4, 19, 0
[47] COC(=O)C[C@H]1CC[C@H]2[C@@H](COc3ccc(NS(=O)(=O)c4ccc(F)cc4)cc3C(=O)N2C)O1
→ 0.0, ., 34, -9
[48] CCCNC(=O)Nc1ccc2c(c1)C(=O)N(C)C[C@H](OC)[C@@H](C)CN(C(=O)C1CCC1)[C@@H](C)CO2
→ 1.1, 20, ., .
[49] C[C@@H]1CCCCO[C@H](CN(C)S(=O)(=O)c2ccc(F)cc2)[C@H](C)CN([C@@H](C)CO)C(=O)c2cc(NC(=O)NC3CCCCC3)ccc2O1
→ -1.0, 60, -62, 1
[50] C[C@H]1CN([C@@H](C)CO)C(=O)Cc2cc(NC(=O)C3CCCCC3)ccc2O[C@H]1CN(C)Cc1ccc(Cl)c(Cl)c1
→ -0.1, 81, -8, 34
[51] CN(C)C(=O)C[C@@H]1CC[C@H]2[C@@H](COc3ccc(NC(=O)C4CCC4)cc3C(=O)N2C)O1
→ -0.5, ., 21, -2
[52] CNC(=O)C[C@H]1CC[C@H]2[C@H](COc3ccc(NC(=O)Cc4cccs4)cc3C(=O)N2C)O1
→ -0.6, 11, 6, 0
[53] O=C(C[C@@H]1CC[C@@H]2[C@H](COC[C@H](O)CN2Cc2nccs2)O1)NCc1ccccc1F
→ -0.8, -10, 4, 2
[54] C[C@H](CO)N1C[C@H](C)[C@@H](CN(C)Cc2ccc(Cl)c(Cl)c2)Oc2c(NC(=O)Nc3ccccc3)cccc2C1=O
→ 0.4, -4, -6, -9
[55] C[C@@H](NC(=O)C[C@H]1CC[C@H]2[C@@H](COC[C@@H](O)CN2C)O1)c1ccccc1
→ 1.0, 16, 17, 0&-4
[56] C[C@H](CO)N1C[C@H](C)[C@@H](CN(C)Cc2ccc(Cl)c(Cl)c2)Oc2c(NS(=O)(=O)c3ccc(Cl)cc3)cccc2C1=O
→ 1.8, 58, -11, 24
[57] CCCN(C)C[C@H]1Oc2cc(C#Cc3cccnc3)ccc2S(=O)(=O)N([C@H](C)CO)C[C@@H]1C
→ -3.3, 89, -82*, -8
[58] C[C@H]1CN([C@@H](C)CO)C(=O)c2cccc(NC(=O)C3CCCCC3)c2O[C@@H]1CN(C)S(=O)(=O)c1cccs1
→ 2.7, 1, 6, -5
[59] Cc1noc(C)c1NC(=O)N(C)C[C@@H]1Oc2ccc(NC(=O)Nc3ccccc3)cc2C(=O)N([C@@H](C)CO)C[C@@H]1C
→ 4.8, -12, 28, 8
[60] COc1ccc(NC(=O)N(C)C[C@@H]2Oc3ccc(N(C)C)cc3CC(=O)N([C@H](C)CO)C[C@H]2C)cc1
→ 0.9, 4, 16, -3
[61] CO[C@H]1CN(C)C(=O)c2cc(NC(C)=O)ccc2OC[C@@H](C)N(C(=O)Cc2ccccn2)C[C@@H]1C
→ -0.1, -13, 21, .
[62] CC(C)CC#Cc1ccc([C@H]2[C@@H](CO)N3C(=O)CN(C(=O)c4ccc5c(c4)OCO5)C[C@H]23)cc1
→ 1.0, ., -58, -4

Bioassay records (PubChem)
